Screening results: PubChem BioAssay, several laboratories
BoNT-A LC inh2: BoNT/A light chain protease inhibitors, primary screen, biochemical, flow cytometry, MLPCN library; Botulinum neurotoxin type A light chain protease (Clostridium botulinum A str. ATCC 3502); multiplex microsphere protease substrate cleavage; inhibition, % at 10 µM; 0.17% of 360,000 active; further: plate controls were buffer without enzyme for full effect and enzyme alone for no effect
Vc quorum ag: inducers of Vibrio cholerae quorum light production without autoinducers, primary screen, BH1578 luxS cqsA deficient, single point. V. cholerae BH1578 lux reporter, luminescence, 6 h. activation, % at 18.7 µM. 0.16% of 350,000 active; in the data active means activation mostly above about 9.7%, no sharp cut-off; inconclusive means no clear call, values can overlap the other calls; inactive means mostly below about 3.7%; further: not every result past the cut was called active; inactives centre near 0; reference of the scale not given here
PfHsp40 rescue: rescue of yeast from PfHsp40 toxicity, primary screen, S. cerevisiae, ATP luminescence. growth rescue, % at 12.5 µM. S. cerevisiae expressing PfHsp40, growth rescue. 0.68% of 340,000 active; in the data active means growth rescue above about 28%, passing the limit was not always enough; inconclusive means no clear call, values can overlap the other calls;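 further: yeast W303a lacking pdr1 and pdr3 grown in galactose medium; growth measured after three days at 30 °C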
Anthrax LF inh2: Bacillus anthracis LF protease inhibitors, primary screen, biochemical, multiplex microsphere, MLPCN library | 0.12% of 360,000 active | Lethal factor (Bacillus anthracis), P15917 | inhibition, % at 10 µM | multiplex microsphere protease cleavage assay; further: plate controls were buffer without enzyme for full effect and enzyme alone for no effect
TcdB GH inh: TcdB glycohydrolase inhibitors, primary screen, biochemical, single point, plate reader. Toxin B (Clostridioides difficile), P18177. 0.24% of 350,000 active. AID 652162, 2013. TcdB glycohydrolase enzymatic assay. inhibition, % at 9.99 µM; in the data active means inhibition above about 10%
Target sequence (P18177 whole entry, looked up): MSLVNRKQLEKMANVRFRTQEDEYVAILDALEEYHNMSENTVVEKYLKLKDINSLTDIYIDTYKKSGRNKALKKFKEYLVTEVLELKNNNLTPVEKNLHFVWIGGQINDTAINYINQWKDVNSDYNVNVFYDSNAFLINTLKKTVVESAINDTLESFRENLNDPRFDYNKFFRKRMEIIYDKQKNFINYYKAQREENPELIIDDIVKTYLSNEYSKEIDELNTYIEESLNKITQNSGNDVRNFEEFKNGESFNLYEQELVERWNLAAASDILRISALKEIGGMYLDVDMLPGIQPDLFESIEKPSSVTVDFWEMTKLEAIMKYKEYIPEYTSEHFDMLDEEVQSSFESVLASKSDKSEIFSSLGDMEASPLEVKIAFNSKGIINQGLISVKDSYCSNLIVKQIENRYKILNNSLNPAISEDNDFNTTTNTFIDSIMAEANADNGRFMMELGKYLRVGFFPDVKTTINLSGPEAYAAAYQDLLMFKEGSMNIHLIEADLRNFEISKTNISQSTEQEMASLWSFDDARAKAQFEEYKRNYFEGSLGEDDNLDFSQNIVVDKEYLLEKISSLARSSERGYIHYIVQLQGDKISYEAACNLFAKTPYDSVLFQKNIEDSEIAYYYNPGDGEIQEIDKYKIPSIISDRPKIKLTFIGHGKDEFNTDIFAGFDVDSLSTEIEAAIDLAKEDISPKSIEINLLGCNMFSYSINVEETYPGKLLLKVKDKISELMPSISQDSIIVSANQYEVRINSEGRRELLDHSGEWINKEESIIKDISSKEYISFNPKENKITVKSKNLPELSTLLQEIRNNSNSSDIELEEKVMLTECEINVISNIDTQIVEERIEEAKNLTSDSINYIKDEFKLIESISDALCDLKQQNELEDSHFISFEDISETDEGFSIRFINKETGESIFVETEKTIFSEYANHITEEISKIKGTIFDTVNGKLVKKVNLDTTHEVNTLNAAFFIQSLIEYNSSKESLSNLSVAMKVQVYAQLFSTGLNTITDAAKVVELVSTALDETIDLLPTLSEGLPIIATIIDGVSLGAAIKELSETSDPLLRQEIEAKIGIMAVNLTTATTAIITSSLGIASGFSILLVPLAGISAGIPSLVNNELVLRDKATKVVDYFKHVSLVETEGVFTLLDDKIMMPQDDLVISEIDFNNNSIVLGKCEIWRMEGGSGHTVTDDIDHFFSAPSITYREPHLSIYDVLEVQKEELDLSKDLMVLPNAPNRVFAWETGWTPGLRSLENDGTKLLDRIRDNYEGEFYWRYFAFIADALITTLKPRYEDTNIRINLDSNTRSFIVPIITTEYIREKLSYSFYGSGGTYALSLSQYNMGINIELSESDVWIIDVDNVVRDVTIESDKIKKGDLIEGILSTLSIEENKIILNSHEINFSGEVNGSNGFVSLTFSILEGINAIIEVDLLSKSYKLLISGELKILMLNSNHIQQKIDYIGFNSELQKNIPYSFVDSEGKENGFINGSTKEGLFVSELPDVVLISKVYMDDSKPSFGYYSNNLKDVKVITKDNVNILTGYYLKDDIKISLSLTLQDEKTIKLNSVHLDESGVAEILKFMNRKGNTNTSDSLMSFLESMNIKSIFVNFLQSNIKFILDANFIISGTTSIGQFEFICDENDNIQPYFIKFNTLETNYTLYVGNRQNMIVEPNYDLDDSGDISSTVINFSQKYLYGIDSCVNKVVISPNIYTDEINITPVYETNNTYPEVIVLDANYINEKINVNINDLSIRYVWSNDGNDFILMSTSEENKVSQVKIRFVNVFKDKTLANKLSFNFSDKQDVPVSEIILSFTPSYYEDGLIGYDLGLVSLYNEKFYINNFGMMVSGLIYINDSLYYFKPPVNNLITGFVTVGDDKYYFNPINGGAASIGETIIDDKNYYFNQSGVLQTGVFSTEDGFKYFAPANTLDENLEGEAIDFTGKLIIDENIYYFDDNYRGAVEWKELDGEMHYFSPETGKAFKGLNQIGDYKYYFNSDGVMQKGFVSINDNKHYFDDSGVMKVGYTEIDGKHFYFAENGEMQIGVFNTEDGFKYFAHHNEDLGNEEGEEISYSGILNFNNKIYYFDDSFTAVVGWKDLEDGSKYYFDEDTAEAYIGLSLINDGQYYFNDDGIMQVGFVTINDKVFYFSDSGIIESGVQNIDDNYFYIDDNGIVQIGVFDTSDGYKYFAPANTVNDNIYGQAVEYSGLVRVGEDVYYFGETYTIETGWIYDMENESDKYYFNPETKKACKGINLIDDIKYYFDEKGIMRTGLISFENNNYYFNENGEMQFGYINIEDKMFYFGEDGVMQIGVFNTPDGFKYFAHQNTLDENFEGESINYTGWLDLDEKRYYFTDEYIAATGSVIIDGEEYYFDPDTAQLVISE
3CLpro inhibitor: SARS-CoV 3CLpro protease inhibitors, primary screen, biochemical, quenched FRET; Replicase polyprotein 1ab (Severe acute respiratory syndrome coronavirus), P0C6X7; inhibition, % at 6 µM; AID 1706, 2009; 0.14% of 290,000 active; recombinant SARS-CoV 3CLpro, quenched FRET peptide cleavage; in the data active means inhibition above about 12%
Y pestis TopoI: Yersinia pestis topoisomerase I inhibitors, primary screen, biochemical, cleavage product accumulation, plate reader, single point | activity, % at 10 µM | Y. pestis Topo-I cleavage product accumulation | DNA topoisomerase I (Yersinia pestis CO92) | 0.064% of 360,000 active; in the data active means activity above about 50%, passing the limit was not always enough; inconclusive means no clear call, values can overlap the other calls; further: inactives centre near 2
DUSP3 inh: VHR1 phosphatase inhibitors, primary screen, biochemical, absorbance, uHTS; Dual specificity protein phosphatase 3 (Homo sapiens), P51452; recombinant VHR phosphatase, pNPP absorbance; inhibition, % at 13.3 µM; 0.52% of 290,000 active; AID 1654, 2009; in the data active means inhibition above about 50%; further: some compounds called inactive have numbers as strong as hits
CCHFV vOTU inh: CCHFV vOTU protease inhibitors, primary screen, biochemical, Pep-AMC substrate, fluorescence | Crimean-Congo hemorrhagic fever virus L polyprotein viral ovarian tumor (vOTU) protease … | 0.55% of 370,000 active | AID 651958, 2012 | inhibition, % at 11.5 µM; in the data active means inhibition above about 30%; further: 0% = vehicle wells with enzyme and 100% = no enzyme wells
SSB-PriA inh: inhibitors of Klebsiella pneumoniae PriA binding to SSB C-terminal tail, primary screen, biochemical, AlphaScreen; PriA–SSB C-terminal tail interaction (Klebsiella pneumoniae); AlphaScreen SSBct-PriA binding, biotinylated peptide; inhibition, % at 33 µM; 0.6% of 430,000 active; AID 1272365, 2023; in the data active means inhibition mostly above about 37%, no sharp cut-off; inactive means mostly below about 20%;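 further: plate controls were negative control peptide for no effect and reference peptide for full effect; strong numbers were not always called active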
* = called active by the depositor; i = inactive; ? = inconclusive; . = not tested or not shown. Unless noted, no stated cut-off is given here; in the data, active means inhibition above about 30%; inconclusive means no clear call, values can overlap the other calls; inactive means below that. A portion of the library; the hit share may differ from the screen's.

SMILES	BoNT-A LC inh2	Vc quorum ag	PfHsp40 rescue	Anthrax LF inh2	TcdB GH inh	3CLpro inhibitor	Y pestis TopoI	DUSP3 inh	CCHFV vOTU inh	SSB-PriA inh
O=C(O)CCC(=O)N1CC=C(c2ccccc2)CC1	0.1	i	0.8	-2	.	-2	-1	20	15	-2
CC(=O)N1N=C(c2cccs2)CC1c1cc2cc(C)ccc2nc1Cl (configuration not stated)	0.2	-0.2	-0.4	-3	1.4	0	4	7	-4	0
Cc1nc(Nc2nc(CSc3nc4ccccc4[nH]3)cc(=O)[nH]2)nc2ccccc12	1.9	-0.3	0.2	0	.	2	-6	8	6	10
Cc1cc(Cl)c(OCCCCN2CCOCC2)c(Br)c1	0.6	-0.2	0.4	-1	0.5	5	24	-1	-2	-23
Cc1nc(Nc2ccc(C(=O)O)cc2)nc(Nc2ccc(C(=O)O)cc2)c1[N+](=O)[O-]	-0.5	i	1.4	1	1.3	-1	-3	23	0	-6
COc1ccccc1OCCNC(=O)CSC(=S)N1CCCC1	?	-1.5	1.3	?	2.2	.	-8	.	-6	-18
CCOC(=O)C1(CCCc2ccccc2)CCN(C(=O)CSC)CC1	-0.3	1.0	-1.3	0	0.5	1	23	-4	0	-21
COc1cc(S(=O)(=O)N(Cc2cccnc2)Cc2cccc(OC)c2OC)ccc1-n1cnnn1	-0.4	i	0.9	4	0.3	-3	-2	17	-15	-1
CC(=O)Nc1cccc(NC(=O)CSc2nc(C)c(C)c(C)c2C#N)c1	?	2.1	0.6	0	.	-2	6	-12	-3	-5
O=C(NNC(=O)c1ccccc1Br)c1ccc(Cl)cc1	0.5	7.1	0.3	-4	0.3	4	1	-11	-18	-10
Cc1ccc(C)c(NC(=O)CSc2c(C)n[nH]c2C)c1	-1.4	1.4	1.5	-2	1.9	5	4	-6	-12	21
O=C(COc1ccccc1)Nc1cccc(-c2nc3ccccc3[nH]2)c1	-0.3	i	3.5	0	.	-3	-6	-4	3	-1
COc1cc(C=Cc2nnc3c4ccccc4cnn23)cc(OC)c1OC	-0.7	-4.0	.	-7	2.2	.	20	.	-1	.
Cc1onc(-c2ccccc2)c1C(=O)Nc1cccc(C#N)c1	0.6	-0.2	-1.6	-12	0.7	1	2	19	-4	-9
Cc1onc(-c2ccccc2Cl)c1C(=O)Nc1ccc(S(=O)(=O)NCC2CCCO2)cc1 (configuration not stated)	-0.8	i	-0.1	-4	0.4	-2	-5	-8	15	0
Nn1cnc2scc(-c3ccco3)c2c1=O	-3.3	-0.6	-0.5	-2	3.1	3	-1	16	-9	4
CCCC(=O)Nc1cccc(NC(=O)c2ccccc2Br)c1	-0.7	i	1.2	-6	.	-1	0	-8	-2	3
c1cc(-c2nsc(-c3ccncc3)n2)ccn1	-4.5	i	-0.4	3	0.8	2	4	-12	-10	-8
O=C(CC(O)(c1ccccc1)c1ccccc1)Nc1ccccn1	-0.2	-2.0	-0.7	0	0.6	.	-5	.	6	-16
O=C(CCC(=O)OCC(=O)c1cccc([N+](=O)[O-])c1)Nc1ccccc1Cl	-3.8	-2.4	1.9	-2	.	-3	5	-7	2	9
COC(=O)C1=CN(C(C)C)C=C(C(=O)OC)C1c1cc(Br)c(OC)c(OC)c1	-3.8	-0.2	1.2	0	.	3	30	-16	-236	-90
COc1cc(NC(=O)c2cc3c(=O)n(C)c4ccccc4c3n2C)cc(OC)c1OC	0.1	-0.2	0.1	-7	-0.9	-2	17	-17	-3	10
COc1ccccc1NC(=O)c1ccc(-c2ccc(Br)cc2)o1	0.2	-4.5	-0.7	-5	.	3	0	13	9	-3
CN(CC(=O)N1CC(=O)N(CCc2ccccc2)C(=O)C1)S(=O)(=O)c1cccc2nsnc12	-2.3	-0.3	-0.3	8	.	1	15	26	-5	3
COCCN(CC(=O)Nc1ccccc1C(F)(F)F)C(=O)c1ccc(-n2cccn2)cc1	-0.5	-2.1	-0.7	6	1.8	.	-6	.	14	-1
COc1cccc(CN2CCC2(C)C(=O)Nc2cnc3ccccc3c2)c1F (configuration not stated)	-0.1	-3.0	.	-4	0.0	.	35	.	4	.
CCC(C)(C(=O)NC1CCCC1)N(C(=O)CNC(C)=O)c1ccc(C)cc1 (configuration not stated)	-1.1	0.7	-0.2	-6	.	-2	-2	-15	8	-8
S=C(NCCc1ccccc1)Nc1cnc2ccccc2c1	-0.4	-0.3	5.7	3	-0.2	0	-2	22	10	-19
O=C(CC1SCCNC1=O)Nc1cccc(C(F)(F)F)c1 (configuration not stated)	5.6	-13	-1.0	-1	.	-7	-6	14	-2	-7
CCC(C)(C)n1nnnc1C(c1cc2cc3c(cc2[nH]c1=O)OCO3)N1CCCCC1 (configuration not stated)	1.1	i	-1.3	0	0.9	1	-9	13	.	-8
O=[N+]([O-])c1ccc(S(=O)(=O)Nc2ccc(-c3ccc(N4CCOCC4)nn3)cc2)cc1	-0.2	4.9	-0.3	-4	3.0	.	-6	.	21	5
CCOC(=O)Cn1nc(-c2ccccc2)c2ccccc2c1=O	0.5	-0.4	-1.4	-2	1.1	5	0	-21	-2	-6
CC(C)C(=O)Nc1nnc(S(=O)(=O)N2CCCc3ccccc32)s1	-0.1	-0.2	-0.5	-1	2.6	8	8	13	3	-13
Cc1nc(-c2nc(CC(=O)NNC(=O)c3ccc(Cl)cc3)cs2)cs1	-5.2	-0.7	-1.0	17	-0.7	9	5	0	13	-3
COc1cc(NC(=O)[C@H]2CCCN2S(=O)(=O)c2cccc3cccnc23)cc(OC)c1OC	0.4	-0.4	-1.5	-3	0.6	.	-12	.	-11	-5
CCOc1ccc(NC(=O)CSc2nnc(C)n2CCCOC)cc1	-1.7	-0.1	1.2	-3	.	-2	2	18	-8	-4
COc1cc(CN2C[C@@H](CO)O[C@@H](n3cnc4c(NCCN(C)C)ncnc43)C2)cc(OC)c1OC	-0.2	-0.2	.	-2	0.3	.	8	.	2	.
CC1CC(C)CN(C(=O)c2ccc(N3CC4CC(C3)c3cccc(=O)n3C4)c([N+](=O)[O-])c2)C1 (configuration not stated)	0.0	-0.3	-0.4	-2	.	5	13	26	-19	-2
CC(=O)c1ccccc1NC(=O)COC(=O)CCC1CCCC1	0.1	i	0.4	-8	1.1	.	?	.	12	-14
Cc1nc2c(C(=O)N3CCCCC3)cnn2c(C)c1Cc1ccccc1F	-1.8	-0.3	0.3	-2	.	5	22	27	-2	-11
CC(=O)Nc1cccc(NC(=O)CS(=O)(=O)c2cn(CC(=O)N(C(C)C)C(C)C)c3ccccc23)c1	4.3	-1.5	0.1	1	0.7	1	1	38	0	-12
CCOc1ccc(C(=O)Nc2cc(S(=O)(=O)Nc3ccccc3Cl)ccc2N2CCOCC2)cc1	-1.4	-0.3	0.8	-3	0.1	0	26	-1	-10	3
CC1CN(C(=O)CCC(=O)NCCCN2CCN(Cc3ccccc3)CC2)c2cc(Cl)ccc2O1 (configuration not stated)	-0.8	i	17	-3	-0.4	3	13	-3	1	3
COc1ccccc1-c1csc(C(O)c2ccc(F)c(F)c2)n1 (configuration not stated)	0.1	-0.9	.	-3	-8.1	.	5	.	7	.
Cc1cc2nn(-c3ccccc3)nc2cc1NC(=O)c1cccs1	-0.1	1.6	0.8	1	1.6	4	7	0	-2	-9
COc1ccc(NC(=O)CNc2cccc(S(=O)(=O)N3CCCCCC3)c2)c([N+](=O)[O-])c1	.	-0.5	3.1	.	-0.2	.	19	.	-6	0
COc1ccc2c(c1)[nH]c(=O)c1sc3ccccc3c12	0.9	i	1.1	4	.	0	-3	21	.	-6
CCN(CC)S(=O)(=O)c1cccc(C(=O)N[C@H](C(=O)Nc2nc3ccc(F)cc3s2)C(C)C)c1	0.2	-0.3	0.6	-2	1.1	4	19	4	-1	-11
Cc1ccc(N2C(=O)NC(=O)C(CCc3ccccn3)(Cc3ccc(F)cc3)C2=O)cc1 (configuration not stated)	-0.5	-0.7	-1.2	0	-0.4	-4	2	26	13	-1
CCOC(=O)CSc1[nH]c2cc(OC)ccc2c1[N+](=O)[O-]	-0.1	i	-0.8	-3	-0.9	1	1	-18	6	-13
O=C(N[C@@H]1C/C=C\C[C@H](CC(=O)N(CCO)Cc2ccccc2)C(=O)N[C@@H](Cc2c[nH]c3ccccc23)COC1=O)OCC1c2ccccc2-c2ccccc21	0.5	-0.5	0.0	-5	1.7	.	15	.	4	-16
CC(=O)C1=NOC(CNc2ncc(C(F)(F)F)cc2Cl)C1 (configuration not stated)	-0.9	-0.6	-0.7	-2	-0.1	0	-1	21	-12	-3
COc1ccc(CN2CCC(C)(Oc3cccc(F)c3)C2)c2ccccc12 (configuration not stated)	0.2	-0.1	.	-6	-0.3	.	23	.	10	.
CCOc1ccccc1NC(=O)/C=C/c1ccc(S(=O)(=O)N2CCOCC2)cc1	6.0	i	-0.8	0	1.0	.	28	.	6	4
CCCN(CC1CC1)C(=O)CSc1ncnc2sc(C)c(C)c12	0.9	-0.5	1.2	0	.	4	27	7	-7	-7
CC(C)(C)c1ccc(C2=CC(c3ccccc3)n3ncnc3N2)cc1 (configuration not stated)	0.3	4.0	-0.1	0	.	.	?	.	.	-5
O=S1(=O)CC(N2CCC(Cc3ccccc3)CC2)CN1CCc1ccccc1 (configuration not stated)	-1.0	.	.	-3	0.2	.	.	.	1	.
CCCCN(C)c1c(C)nc2ccc(C(=O)N(C)CCN(C)C)cn12	-0.1	i	.	-4	0.6	.	-6	.	-4	.
Cn1cnnc1SCC(=O)c1ccc2c(c1)OCO2	0.1	-0.5	3.1	0	.	-2	-3	4	4	-15
CCOC(=O)C1CCN(C(=O)c2ccccc2NC(=O)c2ccc(Cl)cc2)CC1	-1.2	-0.3	0.7	-1	1.0	3	8	1	-8	-17

Next part
SMILES	BoNT-A LC inh2	Vc quorum ag	PfHsp40 rescue	Anthrax LF inh2	TcdB GH inh	3CLpro inhibitor	Y pestis TopoI	DUSP3 inh	CCHFV vOTU inh	SSB-PriA inh
CC1CCCCN1C(=O)Cn1nnc(-c2cccnc2)n1 (configuration not stated)	2.4	1.5	1.0	3	.	6	6	4	-16	-14
Cc1ccc(C)c(NC(=O)CCc2c(C)nn(-c3ccc(N4CCCCC4)nn3)c2C)c1	0.4	i	0.6	-1	2.6	-2	1	8	15	-4
Cc1cccc(C(=O)OCC(=O)NCc2ccco2)c1	0.6	0.4	-1.6	4	1.9	.	6	.	-3	-14
O=S(=O)(c1ccc(Br)cc1)N1CCC(c2nc3ccccc3[nH]2)CC1	0.3	i	1.2	7	-0.4	-1	14	-4	-8	0

Ordered by length of the SMILES (rising): 3 of the compounds above
SMILES	BoNT-A LC inh2	Vc quorum ag	PfHsp40 rescue	Anthrax LF inh2	TcdB GH inh	3CLpro inhibitor	Y pestis TopoI	DUSP3 inh	CCHFV vOTU inh	SSB-PriA inh
COC(=O)C1=CN(C(C)C)C=C(C(=O)OC)C1c1cc(Br)c(OC)c(OC)c1	-3.8	-0.2	1.2	0	.	3	30	-16	-236	-90
Cc1ccc(C)c(NC(=O)CCc2c(C)nn(-c3ccc(N4CCCCC4)nn3)c2C)c1	0.4	i	0.6	-1	2.6	-2	1	8	15	-4
COc1cc(CN2C[C@@H](CO)O[C@@H](n3cnc4c(NCCN(C)C)ncnc43)C2)cc(OC)c1OC	-0.2	-0.2	.	-2	0.3	.	8	.	2	.
